Screening results (PubChem)
TRPC6 act: activators of mouse TRPC6 channel; Q61143; HEK293-TRPC6 membrane potential dye fluorescence; stronger effect = higher value; B-score at 10 µM; 0.13% of 310,000 active;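 active = B-score of the integrated fluorescence ratio above library mean plus 3 SD, and starting fluorescence ratio within library mean plus 5 SD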;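 note: higher score means more depolarization so channel activation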
MrgX1 allo act: allosterically activates human MrgX1 receptor signaling. Q96LB2. MrgX1-HEK293, Fluo-4 calcium flux, FDSS; stronger effect = higher value. B-score at 10 µM. 0.63% of 310,000 active. AID 588675;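 active = plate-corrected calcium response at least 3 library SD above typical, normal starting fluorescence, not activating the receptor alone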;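 note: compound read alongside a low EC10 to EC30 dose of BAM8-22 agonist; peak minus trough fluorescence over baseline measured at the second addition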
HIF activator: HIF pathway transcriptional activation; 0.32% of 300,000 active; activation, % at 7.5 µM (by protocol); AID 1910; U2OS HRE-luciferase reporter, luminescence; normalized: DMSO 0%, desferrioxamine 100%;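 active = mean activation of at least 10% of the iron chelator positive control signal, with at least half of replicates also reaching 10%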
MrgX1 agonist: human MrgX1 receptor agonism, primary screen; Q96LB2; MrgX1-HEK293 cells, Fluo-4 calcium fluorescence, agonist mode; stronger effect = higher value; B-score at 10 µM; 0.44% of 310,000 active; AID 588627;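 active = calcium response B-score plate-corrected fluorescence ratio at least 3 library SD, with starting fluorescence B-score inside 5 SD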
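Material: HEK293 cells stably expressing human MrgX1 receptor | Quantity: 15,000 cells per well | Times: Cells plated overnight, dye loaded 0.5 h 37 °C, 0.5 h room temperature | Measured by: Kinetic Fluo-4 NW fluorescence of intracellular calcium | Control set: Positive and negative controls per plate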
TRPC6 inhibitor: blocks the mouse TRPC6 cation channel; 1.1% of 310,000 active; HEK293-TRPC6, membrane potential dye, ACh-evoked depolarization; stronger effect = lower value; B-score at 10 µM;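 active = B-score under library mean minus 3 SD, initial fluorescence not abnormally high, positive integrated signal ratio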;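 note: B-score derived from integrated fluorescence ratio over the kinetic read; more negative B-score means stronger inhibition of depolarization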
SKKanGAS inh: SKKanGAS growth inhibition; S. pyogenes SKKanGAS, kanamycin growth, BacTiter-Glo, 6 h; inhibition, % at 7.5 µM; 1.3% of 300,000 active;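 active = mean replicate score, as percent of positive control median, at least 50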;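 note: strain carries kanamycin resistance gene driven by streptokinase promoter and grows in 40 µg/ml kanamycin; loss of luminescence reflects streptokinase promoter inhibition or plain growth inhibition; 0% = median of DMSO wells and 100% = positive control at its reference dose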
Platelet DG rel: platelet dense granule release activity | 0.22% of 300,000 active | inhibition, %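 (compounds screened at 7.5 µM in platelet-rich plasma)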 | human platelet-rich plasma, SFLLRN dense granule ATP release, luminescence;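 active = mean replicate score, as percent of positive control, at or above 50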
RGS4 act: RGS4 potentiation or activation | HEK293 M3R/inducible RGS4, carbachol calcium flux Fluo4; stronger effect = lower value | B-score at 10 µM | 0.92% of 310,000 active | AID 463111;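 active = B-score of the integrated calcium signal more than 4 SD below the library mean, with starting fluorescence not abnormally high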;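 note: negative B-score means reduced calcium response which marks RGS4 activation or potentiation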
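Reagent: ECmax carbachol challenge; Test system: M3R-expressing HEK293 line, RGS4 induced by doxycycline; Schedule: overnight RGS4 induction, 30 min dye load 37 °C, 20 min compound RT; Detection: calcium dye Fluo4 fluorescence; Read-out: Agonist-evoked peak-minus-minimum fluorescence over baseline, integrated ratio, B score.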
TRPC4 inh: TRPC4 (mouse) channel inhibition | 0.39% of 300,000 active | Q9QUQ5 | B-score at 10 µM | HEK293 TRPC4beta/mu-opioid, DAMGO-evoked Fluo4 calcium flux; stronger effect = lower value | AID 2247;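 active = B-score over 3 SD under the library average, no early fluorescence shift, positive overall ratio signal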
Target sequence (Q9QUQ5 whole entry, looked up): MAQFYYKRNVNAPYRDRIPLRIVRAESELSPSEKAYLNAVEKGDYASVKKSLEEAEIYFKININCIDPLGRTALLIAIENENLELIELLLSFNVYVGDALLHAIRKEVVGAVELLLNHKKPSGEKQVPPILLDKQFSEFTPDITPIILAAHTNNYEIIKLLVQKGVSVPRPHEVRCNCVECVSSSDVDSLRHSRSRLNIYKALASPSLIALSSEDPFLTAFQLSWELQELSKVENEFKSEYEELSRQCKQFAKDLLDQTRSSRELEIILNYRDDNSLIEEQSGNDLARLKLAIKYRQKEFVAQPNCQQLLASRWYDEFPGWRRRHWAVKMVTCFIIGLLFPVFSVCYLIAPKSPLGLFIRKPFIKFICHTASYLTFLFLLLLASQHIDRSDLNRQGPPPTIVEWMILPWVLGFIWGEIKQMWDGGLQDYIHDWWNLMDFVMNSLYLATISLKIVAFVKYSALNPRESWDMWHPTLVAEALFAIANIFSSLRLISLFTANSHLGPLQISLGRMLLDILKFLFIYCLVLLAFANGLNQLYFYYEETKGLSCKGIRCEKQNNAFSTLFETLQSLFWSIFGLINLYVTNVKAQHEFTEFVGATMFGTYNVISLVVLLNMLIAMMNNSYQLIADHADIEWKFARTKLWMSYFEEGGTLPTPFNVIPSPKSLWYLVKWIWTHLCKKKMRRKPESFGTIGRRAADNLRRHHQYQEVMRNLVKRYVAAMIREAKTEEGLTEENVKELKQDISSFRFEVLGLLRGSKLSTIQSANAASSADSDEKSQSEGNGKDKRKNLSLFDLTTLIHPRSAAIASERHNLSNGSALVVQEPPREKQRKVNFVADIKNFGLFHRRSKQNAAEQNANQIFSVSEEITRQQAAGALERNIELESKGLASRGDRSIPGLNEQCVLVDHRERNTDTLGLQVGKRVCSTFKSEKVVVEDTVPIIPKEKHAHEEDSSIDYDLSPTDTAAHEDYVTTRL
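test system = HEK293 cells with stable TRPC4beta plus mu-opioid receptor expression | detection = Fluo4 Ca2+ flux fluorescence | read-out = integrated fluorescence ratio relative to baseline, converted to per-well B score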
MrgX1 antag: blocks BAM8-22 activation of human MrgX1 receptor; Q96LB2; MRGX1-HEK293 calcium flux, Fluo-4, BAM8-22 antagonism; stronger effect = lower value; B-score at 10 µM; 1.3% of 310,000 active;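 active = calcium-response B-score plate-corrected more than 3 library SD below zero, starting fluorescence within 5 deviations, no agonist response on first addition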;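 note: peak minus trough fluorescence over baseline after final BAM8-22 challenge near maximal dose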
RGS4 inh: human RGS4 inhibition; P49798; HEK293 M3R/RGS4 inducible, Fluo-4 calcium flux; stronger effect = higher value; triggered by carbachol at its EC20; B-score at 10 µM; 0.45% of 310,000 active; AID 463165;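 active = B-score, a plate-corrected calcium signal, over three deviations above library mean, with baseline fluorescence within five deviations of library mean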;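 note: RGS4 expression induced by doxycycline in cells with stable M3 receptor; B-score is computed from the integrated fluorescence ratio over baseline after carbachol; higher B-score means a larger calcium signal and so more RGS4 inhibition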
An asterisk follows results filed as active; i = inactive; . = not tested or not shown.

Fields – MrgX1 agonist, RGS4 act, MrgX1 antag, Platelet DG rel, TRPC6 act, HIF activator, TRPC6 inhibitor, TRPC4 inh, RGS4 inh, MrgX1 allo act, SKKanGAS inh
CCN(CC)S(=O)(=O)c1ccc(Cl)c(NC(=O)c2cc(Cl)ccc2Cl)c1
  i, i, i, 0.1, i, -1.2, i, i, i, i, 4.0
Cc1cc(=O)[nH]c(SCCCOc2ccc3c(c2)CCC3)n1
  i, i, i, -6.0, i, -0.3, i, i, i, i, -6.6
CCCNC(=O)c1ccc(N2CCC3(CC2)CC(c2ccccc2)=NO3)c(N)c1
  i, i, i, 5.4, i, -0.2, i, i, i, i, 2.3
CCN(CC)c1ccc(/C=N/O)cc1
  i, i, i, 12.3, i, 0.4, i, i, i, i, -2.1
CC1(C)C(c2cccs2)=[N+]([O-])C2(CCCCC/C2=N\NC(N)=O)N1O (centres undefined)
  i, i, i, -2.1, i, -0.1, i, i, i, i, -13.8
O=C(NCCCn1ccnc1)/C(=C\c1cccs1)NC(=O)c1ccccc1
  i, i, i, 1.5, i, 0.1, i, i, i, i, -6.6
Cc1nn(C)cc1-c1n[nH]c(=S)n1-c1ccc(F)cc1
  i, i, i, -2.1, i, -0.2, i, i, i, i, -1.8
CN(C)S(=O)(=O)c1ccc(C(=O)NC2CCCc3ccccc32)cc1 (centres undefined)
  i, i, i, 3.6, i, 0.0, i, i, i, i, 3.0
CN1CCN(C(=O)c2ccccc2NC(=O)c2sc3ccccc3c2Cl)CC1
  i, i, i, 0.1, i, -0.5, i, i, i, i, -8.3
COc1cc(C)nc(N2CCC(C(N)=O)CC2)n1
  i, i, i, 9.0, i, 0.1, i, i, i, i, -0.8
CCOC(=O)C1CCN(c2cc3c(cc2NC(=O)c2ccccc2)n(C)c(=O)n3C)CC1
  i, i, i, 13.9, i, -0.5, i, i, i, i, -8.7
CCCn1c(O)c(N=NC(=O)CNC(=O)Cc2ccc(OC)cc2)c2ccccc21
  i, i, i, -15.2, i, 0.2, i, i, i, i, -8.8
Cc1cccc(-c2nc3c(s2)CCc2onc(-c4ccc(Br)cc4)c2-3)c1
  i, i, i, 5.5, i, 0.5, i, i, i, i, 7.1
CC(C)(C)c1ccc(OCc2ccc(C(=O)N/N=C/c3ccc(O)c(O)c3)cc2)cc1
  i, i, i, 3.7, i, 2.9, i, i, i, i, 61.6*
Cc1cc2c(n1-c1ccc(Br)cc1)CC(C)(C)CC2=O
  i, i, i, 1.7, i, 0.4, i, i, i, i, -1.2
Cc1nn(CC(=O)Nc2cccnc2)c(=O)c2ccccc12
  i, i, i, -1.9, i, -0.4, i, i, i, i, -2.7
O=C(Nc1ccc(N2CCN(C(=O)c3ccccc3)CC2)cc1)c1cccnc1
  i, i, i, 9.9, i, 0.4, i, i, i, i, -1.9
NC(=O)CN1C(=O)NC(c2ccccc2)(c2ccccc2)C1=O
  i, i, i, 8.8, i, -0.1, i, i, i, i, 7.2
O=C(NCCc1ccccc1)c1nc2ncccn2n1
  i, i, i, 9.1, i, 0.1, i, i, i, i, 1.5
COc1ccc(NC(=O)CCN2CCN(c3ccc(F)cc3)CC2)cc1
  i, i, i, -4.8, i, 2.4, i, i, i, i, 1.5
COc1ccc(-c2csc(NC(=O)CN3C(=O)NC4(CCCC4)C3=O)n2)cc1
  i, i, i, 4.5, i, 1.5, i, i, i, i, 4.2
CCN(CC)c1nc(-c2ccc(Cl)cc2)cc(C(F)(F)F)c1C#N
  i, i, i, -2.3, i, -0.2, i, i, i, i, 29.7
COc1ccc(C2(C)NC(=O)N(CC(=O)Nc3ccc(-c4nc5ccc(C)cc5s4)cc3)C2=O)cc1 (centres undefined)
  i, i, i, 3.9, i, 2.6, i, i, i, i, 9.7
O=C(CNC(=O)c1ccccc1Cl)NC1CCN(Cc2ccccc2)CC1
  i, i, i, -10.5, i, 0.3, i, i, i, i, -2.8
Cc1cc(=O)n(-c2ccc(O)cc2)[nH]1
  i, i, i, -0.1, i, -0.3, i, i, i, i, -2.9
CC(C)COC(=O)c1cc(=O)[nH]c2ccccc12
  i, i, i, -4.5, i, -0.1, i, i, i, i, -4.2
CC1CCN(CCC(=O)Nc2nccs2)CC1
  i, i, i, 13.6, i, -0.2, i, i, i, i, 6.9
COc1ccc(C2=NS(=O)(=O)N(C)C(C(=O)NC(C)c3ccccc3)=C2)cc1OC (centres undefined)
  i, i, i, -2.3, i, -0.2, i, i, i, i, 1.0
COc1ccc(NC(=O)CCS(=O)(=O)c2ccc3c(c2)oc(=O)n3C)cc1OC
  i, i, i, 6.3, i, 1.2, i, i, i, i, 2.9
COc1ccc(C(=O)CCN2CCN(c3ccccc3OC)CC2)cc1
  i, i, i, -0.8, i, -0.4, i, i, i, i, -5.0
O=S(=O)(c1ccc(F)cc1)N(CCO)CC(O)Cn1c2ccccc2c2ccccc21 (centres undefined)
  i, i, i, 6.0, i, -0.5, i, ., i, i, -1.0
CCN(Cc1cnn(C)c1)Cc1nc(C(c2ccccc2)c2ccccc2)no1
  i, i, i, -24.6, i, -0.3, i, i, i, i, -8.7
CC(C)C(=O)Nc1nc(-c2ccc(S(=O)(=O)N3CCOCC3)cc2)cs1
  i, i, i, 2.5, i, -0.6, i, i, i, i, 1.3
Cc1cc(C)cc(NS(=O)(=O)c2cc(Br)cnc2N)c1
  i, i, i, 6.4, i, -0.4, i, i, i, i, 7.5
Cc1nnsc1C(=O)NCc1c(F)cccc1Cl
  i, i, i, -10.5, i, -21.5, i, i, i, i, -1.9
COCc1nc2sc3c(c2c(=O)[nH]1)CCCC3
  i, i, i, -0.4, i, 0.3, i, i, i, i, -4.1
CCc1sc(NS(C)(=O)=O)nc1-c1ccccc1
  i, i, i, 2.0, i, -1.0, i, i, i, i, -2.5
COCCCNC(=O)C1CCN(S(=O)(=O)N(CC(C)C)CC(C)C)CC1
  i, i, i, 3.2, i, -0.3, i, i, i, i, 9.3
CCNC(=S)NCCN1CCOCC1
  i, i, i, 0.8, i, 0.1, i, i, i, i, 0.4
CC(=O)Cc1nsc(NC(=O)c2ccc(-c3cccc(Cl)c3)o2)n1
  i, i, i, 12.4, i, 0.3, i, i, i, 12.9*, 24.8
C/C(=N\NC(=O)c1ccco1)c1ccc(-c2ccccc2)cc1
  i, i, i, 27.1, i, 2.2, i, i, i, i, 3.9
CCN1C(=O)C(CC(=O)Nc2ccc(OC)cc2)N(CCCN2CCN(c3ccc(OC)cc3)CC2)C1=S (centres undefined)
  i, i, i, 1.6, i, 0.0, i, i, i, i, -4.2
CCCCCCCCOC(=O)c1c(CSC(=N)N)n(C)c2cc(Br)c(OC(C)=O)cc12
  i, i, i, 3.1, i, -3.4, i, i, i, i, 74.9*
CC(=O)c1ccc(NC(=O)Cn2cnc(S(=O)(=O)N3CCCCC3)c2)cc1
  i, i, i, 3.0, i, -0.5, i, i, i, i, -0.4
COC(=O)CC[C@@H](C(=O)O)N1C(=O)c2ccccc2C1=O
  i, i, i, 1.8, i, -30.0, i, i, i, i, 0.8
COC(=O)c1[nH]c2ccc(C)cc2c1NC(=O)CN1CCN(c2ccccc2)CC1
  i, i, i, 6.0, i, -0.3, i, i, i, i, 27.5
CCN(CC(=O)Nc1ccccc1OC)C(=O)c1ccc(NS(=O)(=O)c2ccc(C(C)=O)cc2)cc1
  i, i, i, -0.6, i, -0.1, i, i, i, i, 7.8
O=C(NCc1ccccn1)C1CCN(S(=O)(=O)N2CCC3(CC2)OCCO3)CC1
  i, i, i, -8.7, i, -0.2, i, i, i, i, 2.3
Cc1nc(-c2ccccc2)cc(=O)[nH]1
  i, i, i, -0.3, i, 0.2, i, i, i, i, -0.7
CS(=O)(=O)Nc1ccccc1C(=O)N1CCOCC1
  i, i, i, -0.1, i, 0.1, i, i, i, i, -0.3

The list continues.
Fields – MrgX1 agonist, RGS4 act, MrgX1 antag, Platelet DG rel, TRPC6 act, HIF activator, TRPC6 inhibitor, TRPC4 inh, RGS4 inh, MrgX1 allo act, SKKanGAS inh
COCCNC(=O)C(c1c[nH]c2ccccc12)N(C(=O)c1snc(C(N)=O)c1N)c1cccc(OC)c1 (centres undefined)
  i, i, i, 2.9, i, 0.1, i, i, i, i, 16.7
COc1ccc(CC2(CO)CCN(Cc3ccc4c(c3)CCO4)CC2)cc1
  i, i, i, 5.4, i, 0.1, i, i, i, i, 0.9
COc1ccc(CC(=O)Nc2ccc(S(=O)(=O)Nc3cc(OC)nc(OC)n3)cc2)cc1
  i, i, i, -6.9, i, -0.1, i, i, i, i, 24.7
COCCN1CSC(=S)N(Cc2ccco2)C1
  i, i, i, -7.2, i, ., i, i, i, i, 0.8
CS(=O)(=O)Nc1ccccc1C(=O)Nc1cc(Cl)cc(Cl)c1
  i, i, i, -4.7, i, 0.3, i, i, i, i, 20.5
COCCN1C(=O)C(CC(=O)Nc2ccc(C(C)=O)cc2)SC1=Nc1ccccc1 (centres undefined)
  i, i, i, -4.1, i, -0.7, i, i, i, i, -0.3
CCOC(=O)c1c(CSCc2ccccc2)oc2ccc(O)c(CN(C)C)c12
  i, i, i, 4.6, i, 0.0, i, i, i, i, 12.2
CS(=O)(=O)N1CCC(C(=O)Nc2ccc3c(c2)OCO3)CC1
  i, i, i, -3.1, i, -0.2, i, i, i, i, 1.2
CC(=O)Nc1ccc(NC(=O)Cn2nc(C(=O)Nc3ccc(C)cc3)ccc2=O)cc1
  i, i, i, -6.3, i, 0.2, i, i, i, i, 5.1
CS(=O)(=O)NC1c2cccc3cccc(c23)C1Sc1nncn1/N=C/c1ccco1 (centres undefined)
  i, i, i, ., i, 1.0, i, i, i, i, 0.4
O=C(COc1ccccc1)Nc1ccccc1NS(=O)(=O)c1cccs1
  i, i, i, -2.0, i, 0.3, i, i, i, i, -14.3
CCOC(=O)Cc1csc(NC(=O)CSc2nc(-c3ccccc3)c(C#N)c(=O)[nH]2)n1
  i, i, i, 11.1, i, 0.0, i, i, i, i, 6.9
CCOCC(=O)Nc1ccc(C)c(Cl)c1
  i, i, i, -5.1, i, 1.3, i, i, i, i, 4.2
COc1ccc(S(=O)(=O)N2CCC(n3cnc4cc(C(F)(F)F)ccc43)CC2)cc1
  i, i, i, -4.8, i, -0.8, i, i, i, i, -0.6
